Source: PubChem BioAssay (several laboratories)
NSD2 HMT inh – inhibitors of human histone methyltransferase NSD2; inhibition, % at 12.5 µM; O96028; hit rate 0.54% among 310,000; AID 743445; NSD2 peptide methylation, AlphaScreen, 120 min; in the data active means inhibition above about 50%
Target sequence (O96028 whole entry, looked up): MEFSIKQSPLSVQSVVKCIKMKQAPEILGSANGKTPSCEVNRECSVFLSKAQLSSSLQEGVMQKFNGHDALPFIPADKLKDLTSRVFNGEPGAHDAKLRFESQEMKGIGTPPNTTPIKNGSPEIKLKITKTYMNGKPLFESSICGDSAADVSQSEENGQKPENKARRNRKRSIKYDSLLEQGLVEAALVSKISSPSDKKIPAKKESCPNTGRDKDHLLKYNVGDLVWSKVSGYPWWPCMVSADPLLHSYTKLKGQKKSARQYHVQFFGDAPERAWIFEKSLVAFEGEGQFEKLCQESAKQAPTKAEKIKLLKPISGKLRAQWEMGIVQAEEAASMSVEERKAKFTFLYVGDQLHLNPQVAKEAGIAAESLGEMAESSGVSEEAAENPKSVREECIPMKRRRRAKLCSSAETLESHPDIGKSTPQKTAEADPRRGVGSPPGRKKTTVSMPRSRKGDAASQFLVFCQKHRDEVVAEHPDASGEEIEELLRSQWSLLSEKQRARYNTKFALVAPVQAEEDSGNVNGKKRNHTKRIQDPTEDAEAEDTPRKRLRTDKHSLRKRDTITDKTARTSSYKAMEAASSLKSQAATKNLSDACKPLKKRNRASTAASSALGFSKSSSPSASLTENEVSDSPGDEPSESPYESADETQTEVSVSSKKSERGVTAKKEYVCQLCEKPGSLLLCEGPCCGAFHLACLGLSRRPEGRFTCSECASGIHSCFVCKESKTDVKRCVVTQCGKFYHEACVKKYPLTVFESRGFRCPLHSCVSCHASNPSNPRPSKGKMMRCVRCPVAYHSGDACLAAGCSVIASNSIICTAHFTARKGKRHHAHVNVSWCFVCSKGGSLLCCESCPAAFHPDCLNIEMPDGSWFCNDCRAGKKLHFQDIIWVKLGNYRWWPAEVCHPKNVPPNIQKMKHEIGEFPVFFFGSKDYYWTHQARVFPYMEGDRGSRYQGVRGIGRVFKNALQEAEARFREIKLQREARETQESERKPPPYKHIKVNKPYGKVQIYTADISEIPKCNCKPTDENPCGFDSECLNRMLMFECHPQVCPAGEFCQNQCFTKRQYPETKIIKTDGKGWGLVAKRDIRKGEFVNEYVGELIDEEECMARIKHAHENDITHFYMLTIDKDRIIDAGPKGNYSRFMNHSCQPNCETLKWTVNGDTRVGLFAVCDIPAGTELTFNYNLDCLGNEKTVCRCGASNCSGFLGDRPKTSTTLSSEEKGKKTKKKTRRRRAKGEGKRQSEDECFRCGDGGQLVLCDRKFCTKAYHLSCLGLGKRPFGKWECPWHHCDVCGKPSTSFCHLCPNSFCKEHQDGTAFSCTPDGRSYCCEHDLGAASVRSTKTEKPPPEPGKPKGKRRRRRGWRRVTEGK
V-ATPase pHluor – alters yeast V-ATPase proton transport; S. cerevisiae, pHLuorin cytosolic pH fluorescence; response, % at 10 µM; hit rate 0.37% among 350,000; AID 504577; in the data active means response mostly above about 7.3%, no sharp cut-off; inactive means mostly below about 5.4%; further: actives read high; inactives centre near 0; some compounds called inactive have numbers as strong as hits; reference of the scale not given here
DAGLB inh – blocks human DAGLB lipase activity. Q8NCG7. HEK293T DAGLB membrane lysate, EnzChek fluorogenic substrate. inhibition, % at 5.17 µM. hit rate 0.059% among 340,000. AID 504411; in the data active means inhibition above about 34%;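 further: 0% = enzyme with vehicle and 100% = wells lacking enzyme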
RTF Ca sens inh – cardiac RTF calcium desensitization. P19429+P45379. IANBD-labeled cardiac RTF, Ca2+ fluorescence. inhibition, % at 7.15 µM. hit rate 0.12% among 340,000. AID 493244;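 active means inhibition above the mean inhibition of all tested compounds plus 3 SD, cut at about 17% in these data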;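 further: assay run at fixed EC70 calcium of 1.6 mM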
Arrestin-AP2 inh – blocks beta-arrestin peptide binding to AP2 adaptin | FITC-arrestin peptide / GST-AP2 beads, flow cytometry; AP2 beta2 appendage carries R879A mutation | inhibition, % at 10 µM | hit rate 0.31% among 340,000 | AID 504490;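 active means inhibition above a set limit, near 3 SD of compounds lacking own fluorescence, cut at about 54% in these data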;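 further: plate controls were DMSO wells for no effect and 5 µM unlabelled arrestin peptide for full effect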
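Material – AP2 appendage R879A on GSH beads · Buffer or medium – PBS with 0.05% Tween 20 and 0.1% BSA · Probe or stimulus – fluorescein-tagged arrestin peptide at 50 nM final · Incubation – compound with beads 12 min RT, then probe 1 h RT · Detection – high-throughput flow cytometry of beads, ex 488, em 535 nm · Evaluation – percent response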
CAL PDZ FP-1 – blocks peptide binding to the human CAL PDZ domain | Q9HD26 | inhibition, % at 24.9 µM | AID 602252 | purified CAL PDZ, TMR-peptide fluorescence polarization, 1 h | hit rate 0.92% among 300,000;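 active means mean inhibition of at least 30% with at least half of replicates also reaching 30%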;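 further: 0% = DMSO neutral control and 100% = excess unlabeled competitor peptide PRC23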
Keap1 Nrf2 FP – inhibitors of human Keap1-Nrf2 protein-protein interaction. Q14145. Keap1 Kelch-Nrf2 peptide fluorescence polarization, 1536-well. inhibition, % at 9.4 µM. hit rate 0.15% among 340,000; in the data active means inhibition above about 12%;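 further: human Keap1 Kelch domain with fluorescein labeled Nrf2 9mer peptide probe; 0% = neutral control wells and 100% = peptide positive control; higher means more block of Keap1 binding to Nrf2 peptide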
CAL PDZ FP-2 – human CAL PDZ-peptide interaction inhibition; purified CAL PDZ, TMR-peptide fluorescence polarization, 1 h; inhibition, % at 20 µM; hit rate 0.02% among 330,000; AID 504414; Q9HD26;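 active means highest replicate inhibition of at least 40%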;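 further: plate controls were DMSO neutral control wells for no effect and unlabeled competitor peptide control wells for full effect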
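Assay system – tagged CAL PDZ protein CerCALP, purified · Timing – 1 h at RT · Compound – single point, 20 µM · Measured by – fluorescence polarization from S- and P-plane intensities, G-factor corrected · Evaluation – inhibition from polarization loss · Probe or stimulus – TMR reporter peptide T*-PRC34 · Buffer or medium – pH 7.4 phosphate-saline buffer, reducing agent, detergent, IgG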
Pemphigus Ab inh – blocks pemphigus antibody binding to human desmoglein-3; DSG3-coupled beads, scFv-anti-DSG3-GFP binding, flow cytometry; active compounds read low; AID 588358; binding (percent of control), % at 10 µM; P32926; hit rate 0.48% among 310,000;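 active means binding more than 3 SD below its plate's average and above zero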;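 further: hits lower antibody fragment binding to DSG3; some compounds called inactive have numbers as strong as hits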
LANA DNA inh – KSHV C-LANA DNA binding inhibition | AID 504423 | hit rate 0.078% among 340,000 | MBP-C-LANA/FAM-LBS DNA binding, fluorescence polarization | inhibition, % at 9 µM;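 active means highest replicate inhibition at or above 60% at 9 µM, even if other replicates fall short; inactive means all replicates below 60% inhibition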;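 further: 0% = neutral control wells and 100% = 4 µM acridine orange control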
Numbers without * were called inactive; · = not tested or not shown. The list is partial; the hit share may differ from the screen's.

SMILES	NSD2 HMT inh	V-ATPase pHluor	DAGLB inh	RTF Ca sens inh	Arrestin-AP2 inh	CAL PDZ FP-1	Keap1 Nrf2 FP	CAL PDZ FP-2	Pemphigus Ab inh	LANA DNA inh
O=C(O)c1ccc(S(=O)(=O)N2CCCc3ccccc32)cc1	-1	0	2	-1	19	-6	-4	0.2	91	-0.8
O=C(NCCCN1CCCC1=O)C1CCCO1 (stereo not given)	·	-8	-1	3	-12	-4	1	-1.7	109	-4.7
COc1ccc(C(=O)N/C(=C/c2cccnc2)C(=O)Nc2cccc(C(C)=O)c2)cc1OC	-2	-2	-2	-6	-4	·	-3	-0.8	·	0.3
O=c1cc2c(nn1Cc1cccc(Cl)c1)-c1ccccc1CC2	7	3	-2	-8	15	-3	-3	-1.5	·	-0.8
Cc1nn(-c2ccccc2)c2sc(C(=O)N(CC(=O)NC3CCCC3)Cc3ccco3)cc12	-2	0	-4	6	8	0	-5	-0.7	99	-0.4
Cc1[nH]n(-c2cccc(Cl)c2)c(=O)c1C=NC12CN3CN(CN(C3)C1)C2	0	0	1	1	10	·	-4	-0.9	·	-1.7
O=C(CSc1nnc(Cc2ccccc2)o1)c1cc(F)ccc1F	-1	6	-2	-11	10	-1	-4	-1.2	104	0.9
O=C(CCCc1ccccc1)NCc1ccc(F)cc1	·	-4	-2	-2	-8	-2	0	-0.2	93	1.0
Nc1nc(C(F)(F)F)cc(=O)[nH]1	-1	6	-3	-1	-4	·	0	-0.3	106	65*
COc1ccc(CCNC(=O)CC2COc3ccccc3O2)cc1OC (stereo not given)	-6	-2	-4	-2	4	·	2	-1.7	100	2.2
CCn1cc(CN2CCCC(CNS(=O)(=O)Cc3ccccc3)C2)cn1 (stereo not given)	-2	0	1	1	6	·	2	-0.3	105	-0.4
Cc1c(C(=O)NNC(=S)Nc2cccc(Cl)c2)nnn1-c1ccccc1	-1	0	5	7	10	4	0	-1.6	104	0.3
COc1ccc(OC)c(NC(=O)CSc2nnc(-c3ccco3)n2-c2ccc(C(=O)O)cc2)c1	-2	-4	0	-4	-3	-5	-2	-2.1	104	-0.1
O=C(NCCN1C(=O)S/C(=C\c2ccc(OC(F)F)cc2)C1=O)C1=COCCO1	-5	4	-3	-5	1	-2	-7	-2.1	102	-0.3
COc1ccc(CCNC(=O)CSCc2ccc(F)cc2)cc1OC	-1	1	0	-2	16	-3	-2	-0.2	98	-0.8
CC(C)[C@H](NC(=O)C1CCN(S(=O)(=O)c2ccccc2)CC1)C(=O)NCc1ccccc1	-2	3	-5	-3	6	-2	-2	-2.5	105	-0.1
CCOc1ccc(C(=O)CCC(=O)O)cc1	0	-4	1	-1	7	·	-3	-1.0	96	-1.5
CC(C)(C)OC(=O)N[C@@H](COCc1ccccc1)C(=O)N[C@@H](CO)[C@H](O)[C@@H]1C[C@@H]1C(=O)NC1CCCCC1	·	4	4	-1	-4	-3	-6	-0.3	102	-1.8
CS(=O)(=O)N1CCN(c2ccc([N+](=O)[O-])c(NCCN3CCOCC3)c2)CC1	2	-1	2	-5	3	-5	0	0.6	101	-0.6
CCC(C)NS(=O)(=O)c1ccc(S(=O)(=O)N(CCc2ccc(OC)c(OC)c2)Cc2cccs2)cc1 (stereo not given)	-1	-2	-4	2	-5	-5	-2	-2.9	126	3.0
CCCCCCCc1n[nH]c(=S)n1Cc1ccccc1	-2	1	-3	-6	3	-4	-1	-0.4	·	0.3
Cc1c(S(=O)(=O)N2CCN(C(c3ccccc3)c3ccccc3)CC2)c(=O)n(C)c(=O)n1C	·	-2	-2	-4	-2	-2	2	0.0	103	0.6
O=C(c1ccc(Cn2cc(Br)cn2)o1)n1cccn1	3	1	1	-1	8	0	0	-2.4	126	-1.1
Cc1nnc(NC(=O)CCn2c(=O)oc3ccccc32)s1	-5	2	1	-5	-4	2	-1	-2.9	89	-0.5
CCn1c(Cc2c(C)[nH]c3ccccc23)n[nH]c1=S	1	-2	0	-10	24	-5	2	1.0	·	0.1
CCN(CC(=O)Nc1ccc(OC)cc1)C(=O)c1ccc(NS(=O)(=O)c2ccc(C(C)=O)cc2)cc1	3	-1	1	-9	7	-3	-4	-2.4	110	-2.1
CC(C)c1cc(C(N)=O)c(NC(=O)c2cccc(COc3ccc(Cl)cc3)c2)s1	2	-1	-2	3	22	-1	-1	-2.1	104	-0.4
CC(C)(C)[C@H]1COC(=O)[C@@H](Cc2ccc(F)cc2)C/C=C\C[C@@H](CC(=O)N[C@@H](CO)Cc2ccccc2)C(=O)N1	·	0	-4	-8	4	-2	-3	-0.3	110	1.6
O=C(/C=C/c1ccc(Cl)cc1Cl)Nc1cccc(S(=O)(=O)NC2=NCCC2)c1	-3	-4	-2	-3	-10	·	-3	-5.1	99	-0.5
CCN(CC)S(=O)(=O)c1ccc(NS(=O)(=O)c2ccc(F)cc2)cc1	-3	-2	-2	6	4	-1	-3	-0.8	109	0.9
Nc1cccc(C(=O)Nc2cccc3ncccc23)c1	-2	-1	-2	-2	-2	-6	-3	1.4	122	-2.1
CCn1c(SCC(=O)NC2=NCCS2)nnc1C(C)NC(=O)c1ccccc1F (stereo not given)	2	0	-3	6	-1	-4	-2	0.1	106	-0.3
Cc1cccc(C(C(=O)NC2CCCC2)N(C(=O)c2csnn2)C2CCCC2)c1 (stereo not given)	-4	-4	-1	3	4	2	-6	-0.3	96	-0.6
Cc1ccc(NC(=O)C2=C(C(=O)O)CCCC2)cc1F	-1	-1	-2	0	-10	-1	-3	-0.3	100	-0.7
COCCNc1oc(-c2ccccc2Cl)nc1S(=O)(=O)c1ccc(C)cc1	0	4	-3	5	11	·	-4	0.7	94	1.3
Cc1ccc(S(=O)(=O)N(C)c2ccc(OCC(=O)NCC3(N(C)C)CCCCC3)cc2)cc1	4	-3	-3	-5	-19	-5	-1	-1.3	124	-1.2
CC(c1ccccc1)n1c(-c2ccc(Cl)cc2)n[nH]c1=S (stereo not given)	4	0	1	0	9	-2	1	-1.0	102	0.0
Cc1cc(NC(=O)c2ccccc2O)nc(C)n1	-3	1	-1	-5	13	-3	-2	0.1	101	1.3
CN1CCN(c2ccc(NC(=O)c3ccc4c(c3)[nH]c(=O)n4Cc3ccc(F)cc3)cc2)CC1	10	3	1	5	3	-1	-6	-3.4	128	1.2
COc1ccc(-c2oc(=O)c3cc(OC)c(OC)cc3c2C#CCCCO)cc1	·	2	-4	3	-2	-5	-6	-1.8	98	-1.7
O=C(C[C@@H]1C/C=C\C[C@H](Cc2ccc(F)cc2)C(=O)OCCNC1=O)N[C@H](CO)Cc1ccccc1	·	4	-3	1	2	0	4	-3.5	97	-0.6
CC(C)Cc1ccc(C(C)NC(=O)Cc2ccc(S(=O)(=O)N3CCOCC3)s2)cc1 (stereo not given)	0	14	0	-15	42	0	-6	0.3	·	-0.6
CN(C)c1ccc(CNC(=O)C2CCN(S(=O)(=O)c3ccc4c(c3)CCC(=O)N4)CC2)cc1	·	-2	-1	-2	-1	-8	1	-0.5	109	-0.5
COc1ccc(S(=O)(=O)Cc2ccc(C(=O)N3CCN(Cc4ccccc4)CC3)o2)cc1	·	-3	1	-10	4	·	-3	-0.3	109	-0.4
O=C(O)C/C(=C\c1ccc(Cl)cc1)c1nc2ccccc2o1	-4	1	·	·	-46	2	1	-2.2	93	-0.2
CCNC(=O)c1cc2c(=O)n3cccc(C)c3nc2n(CCc2ccccc2)c1=N	0	-3	-4	7	10	-1	-1	-2.3	101	3.9
O=C(COC(=O)c1ccco1)Nc1ccc(N2CCOCC2)cc1	-1	2	-1	-9	1	-2	1	-2.2	97	0.1
Cc1ccc(NC(=O)CSCC(=O)O)c(C)c1	0	-5	4	3	9	3	-2	-1.6	99	0.2

Entries of single compounds from above.
Entry for COc1ccc(-c2oc(=O)c3cc(OC)c(OC)cc3c2C#CCCCO)cc1 : NSD2 HMT inh: ·; V-ATPase pHluor: 2; DAGLB inh: -4; RTF Ca sens inh: 3; Arrestin-AP2 inh: -2; CAL PDZ FP-1: -5; Keap1 Nrf2 FP: -6; CAL PDZ FP-2: -1.8; Pemphigus Ab inh: 98; LANA DNA inh: -1.7
Entry for O=C(C[C@@H]1C/C=C\C[C@H](Cc2ccc(F)cc2)C(=O)OCCNC1=O)N[C@H](CO)Cc1ccccc1 : NSD2 HMT inh: ·; V-ATPase pHluor: 4; DAGLB inh: -3; RTF Ca sens inh: 1; Arrestin-AP2 inh: 2; CAL PDZ FP-1: 0; Keap1 Nrf2 FP: 4; CAL PDZ FP-2: -3.5; Pemphigus Ab inh: 97; LANA DNA inh: -0.6

(listing goes on)
SMILES	NSD2 HMT inh	V-ATPase pHluor	DAGLB inh	RTF Ca sens inh	Arrestin-AP2 inh	CAL PDZ FP-1	Keap1 Nrf2 FP	CAL PDZ FP-2	Pemphigus Ab inh	LANA DNA inh
COc1cc(C(C[N+](=O)[O-])c2c(N)n(C)c(=O)n(C)c2=O)ccc1O (stereo not given)	5	1	0	1	37	·	1	0.9	102	-0.3
O=C(c1nn2c(C(F)(F)F)cc(-c3ccco3)nc2c1Br)N1CCCc2ccccc21	0	0	-5	-7	0	-18	0	·	·	4.5
N#Cc1ccc(S(=O)(=O)N2CCCN(c3ccc(C(F)(F)F)cn3)CC2)cc1	-6	-4	·	·	3	-8	-3	-0.2	89	1.1
COc1ccc(Br)cc1CNc1ccc(N2CCOCC2)cc1	9	0	4	-5	15	2	-6	2.1	115	0.0
COc1ccccc1/C=C/C(=O)OCCN1C(=O)c2ccccc2C1=O	-1	2	-8	-5	19	3	-2	-1.1	106	-0.9
Cc1nc(N)sc1-c1ccccc1	3	-3	0	-3	16	4	0	-2.5	·	-0.9
O=C1CN(C(=O)c2ccc(Cl)c([N+](=O)[O-])c2)c2ccccc2N1	6	-1	2	-5	51	-1	3	15	94	0.6
Cc1cc(C)c(NC(=O)CSc2nc3ccc(N4C(=O)c5ccccc5C4=O)cc3s2)c(C)c1	·	9.0*	0	2	17	-2	-2	-2.5	96	0.5
Cc1ccc(S(=O)(=O)N2CCN(C(=O)Cc3ccccc3)CC2)cc1	-1	1	0	-5	3	0	-7	-0.7	·	-0.5
OC(c1cccc(Cl)c1)c1nccc2ccccc12 (stereo not given)	-6	-3	-5	-2	5	·	3	-2.8	104	1.4
CCCCc1cc(=O)oc2cc(OS(C)(=O)=O)ccc12	-1	-1	-2	2	27	11	0	-1.8	108	0.0
FC(F)c1nc2ccccc2[nH]1	-1	-1	0	-2	35	-1	-4	-0.4	100	0.0
Cc1csc2ncnc(NNC(=O)c3ccc(Cl)cc3)c12	-2	-2	0	-2	9	4	-3	-0.3	116	-0.3
COc1ccccc1NS(=O)(=O)c1ccc2c(c1)OCCO2	17	3	-3	-6	-10	2	-1	-5.5	108	-0.7
